# Screens as filed in PubChem BioAssay.
# CHRM1 PAM: human CHRM1 positive allosteric modulation | 360,000 tested, 0.088% active | activation, % at 3 µM | AID 588819 | CHO-K1 hM1, Fluo-8 calcium fluorescence, ACh EC20; 0% = ACh EC20, 100% = maximal ACh | P11229; in the data active means activation above about 19%, passing the limit was not always enough
# OXTR potentiator: human OXTR potentiation; P30559; CHO-OTR cells, Fluo-8 calcium fluorescence, potentiator mode; 0% = oxytocin EC15, 100% = EC100; activation, % at 3 µM; 320,000 tested, 0.061% active; AID 2445;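 active means activation above that plate's cutoff, the mean activation of tested compounds plus 3 SD, cut at about 6.6% in these data, passing the limit was not always enough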;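 further: 100% uses oxytocin at 75 nM as the full agonist control; some results filed as inactive read as strong as hits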
#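 Assay system: CHO-OTR cells, human receptor / Also added: oxytocin at about EC15, sub-maximal agonist stimulus / Dosing: single dose, 3.0 µM nominal final compound concentration / Incubation: 6 min pre-incubation, 100 s read / Technique: Fluo-8 calcium dye fluorescence / Read-out: % activation vs EC15 and EC100 oxytocin / Benchmarks: EC15 oxytocin low, 75 nM oxytocin high / Replicates: singlicate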
# TAAR1 agonist: agonists of human TAAR1 | Q96RJ0 | CHO RD-HGA16 TAAR1, Fluo-8 calcium fluorescence; vehicle wells 0%, saturating PEA agonist 100% | activation, % at 3 µM | 360,000 tested, 0.99% active | AID 624467;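 active means activation above the mean activation of all test compounds in the run plus 3 SD, cut at about 38% in these data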
# Target sequence (Q96RJ0 whole entry, looked up): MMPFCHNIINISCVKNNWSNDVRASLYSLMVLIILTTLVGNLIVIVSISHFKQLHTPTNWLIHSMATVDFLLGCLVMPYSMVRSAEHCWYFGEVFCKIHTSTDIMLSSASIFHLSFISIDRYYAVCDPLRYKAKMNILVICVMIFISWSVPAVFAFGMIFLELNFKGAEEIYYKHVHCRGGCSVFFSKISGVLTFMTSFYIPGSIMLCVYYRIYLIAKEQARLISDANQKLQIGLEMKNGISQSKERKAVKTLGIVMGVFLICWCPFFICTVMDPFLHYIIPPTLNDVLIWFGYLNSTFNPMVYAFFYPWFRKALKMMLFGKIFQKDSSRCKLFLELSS
#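 System: CHO-derived RD-HGA16 cells with stable Gα16 and human TAAR1. Times: 17-24 h plating, Fluo-8 75 min 37 °C, 30 min RT. Measured by: calcium-sensitive Fluo-8 signal, excitation 470-495, emission 515-575 nm. Read-out basis: % activation relative to PEA EC100 response. Control set: DMSO and PEA EC100. Repeats: no replicates (n 1).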
# M1 antag: blocks human M1 muscarinic receptor; 360,000 tested, 1.3% active; AID 588852; CHO-K1 hM1, Fluo-8 calcium fluorescence, ACh EC80 antagonist; inhibition, % at 3 µM;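 active means percent inhibition above its own plate's cutoff, namely the mean of that plate's compound wells plus 3 SD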;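 further: peak over basal fluorescence ratio during 140 s after agonist addition; 0% = ACh EC80 plus DMSO and 100% = DMSO alone without agonist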
# V1aR counter: activates human V1a receptor in oxytocin agonist counter-screen. activation, % at 3 µM. P37288. CHO-V1R cells, Fluo-8 calcium fluorescence, agonist mode; 0% DMSO, 100% 3 nM vasopressin. AID 2797. 320,000 tested, 0.25% active;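 active means activation above the mean activation of all tested compounds plus 3 SD, per screening run, cut at about 20% in these data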;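 further: signal is peak over basal fluorescence ratio across a 100 second FLIPR read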
# Target sequence (P37288 whole entry, looked up): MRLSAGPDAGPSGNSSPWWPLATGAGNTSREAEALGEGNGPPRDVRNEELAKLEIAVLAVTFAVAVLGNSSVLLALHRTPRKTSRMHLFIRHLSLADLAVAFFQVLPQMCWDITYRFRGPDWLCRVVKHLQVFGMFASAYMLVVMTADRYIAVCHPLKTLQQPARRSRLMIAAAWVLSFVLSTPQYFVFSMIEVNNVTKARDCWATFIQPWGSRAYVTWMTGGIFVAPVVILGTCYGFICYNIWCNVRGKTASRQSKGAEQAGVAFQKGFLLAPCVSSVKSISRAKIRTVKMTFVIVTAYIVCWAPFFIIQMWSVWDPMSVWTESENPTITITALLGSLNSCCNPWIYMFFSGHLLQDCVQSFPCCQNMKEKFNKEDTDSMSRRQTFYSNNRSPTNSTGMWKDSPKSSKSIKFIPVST
# OXTR ag: activates the human oxytocin receptor; CHO-OTR cells, Fluo-8 calcium fluorescence; normalized: DMSO 0%, oxytocin 100%; P30559; activation, % at 3 µM; 320,000 tested, 0.32% active;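 active means activation above the mean of all tested compounds plus 3 SD, cutoff set per screening run, cut at about 20% in these data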;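 further: peak over basal fluorescence ratio from a 100 s FLIPR kinetic read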
# M1 ag: agonists of human M1 muscarinic receptor; P11229; CHO-K1 hM1, Fluo-8 calcium fluorescence, agonist mode; 0% DMSO, 100% acetylcholine EC100; activation, % at 3 µM; 360,000 tested, 0.33% active; AID 588814;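 active means activation above the run's mean compound activation plus 3 SD, cut at about 16% in these data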;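 further: peak over basal fluorescence ratio within a 140 s kinetic read after compound addition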
# CHO parental Ca: counter-screen for OX1R antagonists: effect in parental CHO cells. parental CHO-K1, ATP-induced calcium, Fluo-8 fluorescence. inhibition, % at 5.6 µM. 330,000 tested, 0.63% active;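 active means inhibition above that plate's mean sample inhibition plus 3 SD, cut at about 26% in these data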;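 further: 0% = ATP-challenged DMSO wells and 100% = DMSO wells without ATP; some compounds past the cut are filed as inactive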
#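 test system = CHO parental line | reagent = ATP stimulus | measured by = intracellular calcium via Fluo-8 no-wash fluorescent dye | control set = ATP and no-ATP DMSO wells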
# TAAR1 antagonist: antagonists of human TAAR1 | inhibition, % at 3 µM | CHO RD-HGA16 TAAR1, Fluo-8 calcium fluorescence, antagonist | AID 624466 | 360,000 tested, 1.5% active | Q96RJ0;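 active means inhibition above a per-plate cutoff, the mean inhibition of test compounds on that plate plus 3 SD, cut at about 49% in these data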;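 further: 0% = DMSO plus EC80 beta-PEA response and 100% = DMSO alone without agonist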
#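 Assay system: RD-HGA16 CHO cells with stable hTAAR1 and Gα16 / Reagent: EC80 β-phenethylamine stimulus / Doses: 3 µM, single point / Timing: dye loading 75 min at 37 °C, then 30 min room temperature / Measured by: Fluo-8 intracellular calcium dye fluorescence, real-time kinetic reads / Controls: vehicle wells and EC80 agonist wells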
# * marks the source's active call; other numbers are inactive results; · = not tested or not shown; & = joins results of further samples.
SMILES,CHRM1 PAM,OXTR potentiator,TAAR1 agonist,M1 antag,V1aR counter,OXTR ag,M1 ag,CHO parental Ca,TAAR1 antagonist
CCOc1ccc2oc(C(=O)N3CC(C)OC(C)C3)c(C)c2c1 (stereo not given),5,2,2,-10,0.5,1.8,0,-15,-14
Cc1ccc(Cl)cc1NC1=C/C(=N\S(=O)(=O)c2cccs2)c2ccccc2C1=O,3&3,-5,8,-6&8,-0.5,-0.9,4&-2,-9,33
CCN1C2OC3OC4C(OC3OC2N(CC)S1(=O)=O)N(CC)S(=O)(=O)N4CC (stereo not given),2,-5,3,6,-0.3,0.0,-3,-10,21
O=S(=O)(NCCc1ccncc1)c1cc(Br)ccc1F,1,-5,5,-17,0.9,-0.1,-3,-14,1
CC(=O)N1N=C2c3ccccc3CCC2C1c1cccs1 (stereo not given),2,-13,-2,0,0.2,-2.9,-5,-7,-3
CCOCCCNC(=O)C(NC(=O)c1ccc(NC(C)=O)cc1)c1ccc(Cl)cc1 (stereo not given),6,-3,2,0,0.0,0.7,-2,-8,12
COc1ccc(NC(=O)c2sc3ncn(CC(=O)N4CCCCC4)c(=O)c3c2C)cc1OC,2,-5,0,-3,1.2,1.3,-2,-15,10
O=C1CC(NS(=O)(=O)c2cc(F)ccc2F)CN1c1cccc(F)c1 (stereo not given),4,-7,1,-3,-0.3,0.2,0,-17,-10
CCCN1C(=O)/C(=C/c2c(NCCCOCC)nc3c(C)cccn3c2=O)SC1=S,13,·,9,-13,·,·,1,·,-4
O=C(NCc1ccccn1)c1cn(-c2ccccc2)nc1-c1ccc(Cl)cc1,4,-2,1,-6,0.6,-0.8,-8,-13,5
COCCCNC(=O)C(CC(N)=O)NC(=O)OCc1ccccc1 (stereo not given),9,-22,0,-13,-1.0,-0.2,-4,13,-17
Cc1ccc(C(=O)Nc2ccc(C(=O)N3CCCCC3)cc2)o1,-1,1,1,12,0.5,0.0,0,-3,-12
CC1CCC2(CC1)C(Nc1cccc(Cl)c1)=NC(=S)N2CC#N (stereo not given),-2,-26,4,-6,-1.4,-2.1,-5,-33,7
O=C(OCC(=O)c1ccc[nH]1)c1ccc(F)c(S(=O)(=O)N2CCOCC2)c1,17,-5,14,-7,1.6,3.7,1,-1,12
CC(C)Oc1ccc(N2CC(C(=O)Nc3ccc(N4CCOCC4)cc3)CC2=O)cc1 (stereo not given),11,-12,-1,-15,-0.9,0.1,-1,0,-24
CC1CCN(c2ccc(-c3cccs3)nn2)CC1,7,-5,-3,-11,-1.0,-2.1,-11,-2,-16
COCc1nnc(NC(=O)c2cc(C(=O)OC)cc([N+](=O)[O-])c2)s1,8,-4,9,-8,-0.2,-1.1,-3,-4,-3
COC(=O)[C@@]1(Cc2ccccc2)[C@H]2C(=O)N(C)C(=O)[C@H]2[C@H]2CN=C(SCc3ccccc3)N21,10,·,13,-7,·,·,2,-16,-6
COc1ccc(CNC(=O)C(=O)NCC2OCCCN2S(=O)(=O)c2cccs2)cc1 (stereo not given),8,-1,10,-10,1.4,-0.1,-3,-20,-25
CC(C)NS(=O)(=O)c1ccc(OCC(=O)Nc2ccc3c(c2)OCCO3)cc1,3,-3,3,-5,0.7,0.0,-5,-6,-1
Nn1c(SCC(=O)Nc2ccc(N3CCOCC3)cc2)nnc1-c1ccccc1F,-1,-3,2,-1,0.6,0.5,-2,-7,4
Cc1nnc(SCC(=O)Nc2ccc3c(c2)OCCO3)n1CC1CCCO1 (stereo not given),7,0,4,-31,-0.6,-0.1,-1,-10,-3
O=C(NCCCN1CCCCCC1)C1CC(=O)N(C2CCCC2)C1 (stereo not given),-25,-7,0,31,0.3,-0.3,-13,-6,21
Cc1ccc(C(=O)Nc2nccs2)cc1S(=O)(=O)N1CCCCC1,-2,-2,9,8,0.8,-0.8,-2,-8,12
Cc1ccc(C(=O)CNc2cc(C)ccc2C)cc1,20,-20,0,-17,-0.5,-1.6,-3,-21,-16
O=C(Nc1ccccc1C(=O)NCCCn1ccnc1)c1ccc(Cl)cc1Cl,7,-3,16,-7,-0.6,-0.6,-4,-11,-8
COc1ccc(C(C)C)cc1S(=O)(=O)Nc1ccncc1,1,0,5,-4,0.4,0.3,-5,-12,-7
CCOc1cc(S(=O)(=O)N2CCN(c3ccc(F)cc3)CC2)c(OCC)cc1-n1cnnn1,3,-9,5,3,1.5,-0.1,7,-10,-22
O=C(CCCc1ccccc1)NCCCc1ccccc1,-1,-2,0,-3,-0.5,-1.8,-5,0,-9
CC(C)CC(=O)Nc1cccc(-c2nc3ccccc3[nH]2)c1,-5,-6,6,16,1.2,-0.1,-2,6,15
Cc1noc(C)c1COC(=O)[C@H](C)NS(=O)(=O)c1ccc(Cl)c(Cl)c1,6,-6,3,-10,1.7,2.1,-4,-13,-11
Cn1cccc1CN1CCC[C@]2(N[C@H](c3ccc(C(F)(F)F)cc3)[C@@H]3C(=O)N(Cc4ccccc4)C(=O)[C@@H]32)C1=O,-5,·,-2,-1,·,·,-7,·,-1
CCOC(=O)c1c(NC(=O)c2ccco2)n(C2CCCCC2)c2nc3ccccc3nc12,5,-10,24,-2,0.6,-1.3,-3,-12,7
COc1cc(NC(=O)c2ccccc2Cl)ccc1NC(=O)c1cccs1,7,-4,4,-6,0.8,1.7,-2,-7,0
O=C(O)c1n[nH]nc1-c1ccccc1,1,-3,3,-3,0.8,-0.8,-3,-8,-1
NS(=O)(=O)c1ccc(NC(=O)CSc2nc(Nc3ccccc3)nc(N3CCOCC3)n2)cc1,9,-9,3,-5,0.7,0.7,-4,-5,-12
Clc1ccc(CNc2ncccn2)cc1,5,·,12,-3,·,·,-2,·,-18
O=C(O)c1ccc(CSc2nnnn2C2CCCCC2)cc1,5,-7,5,-10,-0.1,1.5,-2,-11,5
Cc1ccc(Nc2nc(C)c3c(n2)CC(C)CC3=O)c(C)c1 (stereo not given),6,0,5,-8,-1.4,-3.1,-6,-7,-29
COc1ccc(OC)c(-c2csc(-c3cccs3)n2)c1,21,-13,4,-24,0.7,-0.6,1,-25,-22
O=C(NC(c1ccc(Cl)cc1)c1ccccn1)C1CCN(CCOc2ccc(Cl)cc2Cl)CC1 (stereo not given),2,·,15,0,·,·,0,·,41
Cc1ccc(C)c(C(=O)CCC(=O)NCc2ccc(Cl)cc2)c1,4,-4,3,-2,-1.9,-2.4,-7,-13,5

# Gathered by group, the compounds so far with four or more nitrogen atoms.
SMILES,CHRM1 PAM,OXTR potentiator,TAAR1 agonist,M1 antag,V1aR counter,OXTR ag,M1 ag,CHO parental Ca,TAAR1 antagonist
CCN1C2OC3OC4C(OC3OC2N(CC)S1(=O)=O)N(CC)S(=O)(=O)N4CC (stereo not given),2,-5,3,6,-0.3,0.0,-3,-10,21
COc1ccc(NC(=O)c2sc3ncn(CC(=O)N4CCCCC4)c(=O)c3c2C)cc1OC,2,-5,0,-3,1.2,1.3,-2,-15,10
CCCN1C(=O)/C(=C/c2c(NCCCOCC)nc3c(C)cccn3c2=O)SC1=S,13,·,9,-13,·,·,1,·,-4
O=C(NCc1ccccn1)c1cn(-c2ccccc2)nc1-c1ccc(Cl)cc1,4,-2,1,-6,0.6,-0.8,-8,-13,5
CC1CCC2(CC1)C(Nc1cccc(Cl)c1)=NC(=S)N2CC#N (stereo not given),-2,-26,4,-6,-1.4,-2.1,-5,-33,7
COCc1nnc(NC(=O)c2cc(C(=O)OC)cc([N+](=O)[O-])c2)s1,8,-4,9,-8,-0.2,-1.1,-3,-4,-3
Nn1c(SCC(=O)Nc2ccc(N3CCOCC3)cc2)nnc1-c1ccccc1F,-1,-3,2,-1,0.6,0.5,-2,-7,4
Cc1nnc(SCC(=O)Nc2ccc3c(c2)OCCO3)n1CC1CCCO1 (stereo not given),7,0,4,-31,-0.6,-0.1,-1,-10,-3
O=C(Nc1ccccc1C(=O)NCCCn1ccnc1)c1ccc(Cl)cc1Cl,7,-3,16,-7,-0.6,-0.6,-4,-11,-8
CCOc1cc(S(=O)(=O)N2CCN(c3ccc(F)cc3)CC2)c(OCC)cc1-n1cnnn1,3,-9,5,3,1.5,-0.1,7,-10,-22
Cn1cccc1CN1CCC[C@]2(N[C@H](c3ccc(C(F)(F)F)cc3)[C@@H]3C(=O)N(Cc4ccccc4)C(=O)[C@@H]32)C1=O,-5,·,-2,-1,·,·,-7,·,-1
CCOC(=O)c1c(NC(=O)c2ccco2)n(C2CCCCC2)c2nc3ccccc3nc12,5,-10,24,-2,0.6,-1.3,-3,-12,7
NS(=O)(=O)c1ccc(NC(=O)CSc2nc(Nc3ccccc3)nc(N3CCOCC3)n2)cc1,9,-9,3,-5,0.7,0.7,-4,-5,-12
O=C(O)c1ccc(CSc2nnnn2C2CCCCC2)cc1,5,-7,5,-10,-0.1,1.5,-2,-11,5

# This is a random part of the collection (roughly 3.7% active in at least one column).
